esBAF inh: blocks esBAF chromatin remodeling in mouse ES cells. 2% of 350,000 active. Bmi1-luciferase knock-in reporter, 24 h; 100% = twice the neutral-well signal. reporter increase, % at 12.5 µM. AID 602393; in the data active = activation above about 40%; inconclusive = no clear call, values can overlap the other calls;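 also: 0% = median of the plate's neutral control wells and 100% = double that signal; a rise in the Bmi1 reporter signal indicates esBAF inhibition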
Statin myotox sup: suppressors of simvastatin-induced myotoxicity in C2C12 myotubes. ATP luminescence, 48 h; scaled: DMSO 0, geranylgeraniol control 100. rescue of ATP level, % at 7.49 µM. 0.78% of 330,000 active. AID 602340;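 active = mean ATP rescue above about 67%, or every replicate alone reaching that limit, limit read from the data, passing the limit was not always enough; inconclusive = no clear call, values can overlap the other calls; inactive = mean under the limit and some replicate under it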;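 also: myotubes were challenged with 10 µM simvastatin during compound exposure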
miR-122 sensor: blocks miR-122 activity in Huh7 sensor cells | Huh7 miR-122 Renilla luciferase sensor, 48 h; neutral wells = 0, positive control = 100 | activation (reporter increase), % at 12.5 µM | 0.3% of 340,000 active;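 active = mean replicate activation score at least 90 and every replicate individually at or above 90; inconclusive = only one of the two criteria met; inactive = neither criterion met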;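 also: higher luciferase means less miR-122 activity so hits act as miR-122 inhibitors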
ARNT TACC3 PPI: disrupts binding between human ARNT and TACC3; AID 623870; 0.66% of 390,000 active; Q9Y6A5; inhibition, % at 9.99 µM; AlphaScreen His-ARNT PAS-B/GST-TACC3 binding, luminescence; TACC3 fragment carries E629A point mutation;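 active = mean inhibition of replicates at least 50% and at least half of replicates each reaching 50%; inconclusive = half or more replicates reach 50% but mean below 50%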;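 also: 0% = complete ARNT plus TACC3 wells and 100% = ARNT alone without TACC3; many hits fall short of the cut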
ERp5 inh: inhibitors of human ERp5 | Q15084 | ERp5 insulin aggregation, absorbance 650 nm, 90 min | inhibition, % at 9.99 µM | 0.05% of 350,000 active;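 active = mean replicate inhibition above about 25%, with every replicate also reaching it, limit read from the data, passing the limit was not always enough; inconclusive = only one of those two criteria met; inactive = neither criterion met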
Target sequence (Q15084 whole entry, looked up): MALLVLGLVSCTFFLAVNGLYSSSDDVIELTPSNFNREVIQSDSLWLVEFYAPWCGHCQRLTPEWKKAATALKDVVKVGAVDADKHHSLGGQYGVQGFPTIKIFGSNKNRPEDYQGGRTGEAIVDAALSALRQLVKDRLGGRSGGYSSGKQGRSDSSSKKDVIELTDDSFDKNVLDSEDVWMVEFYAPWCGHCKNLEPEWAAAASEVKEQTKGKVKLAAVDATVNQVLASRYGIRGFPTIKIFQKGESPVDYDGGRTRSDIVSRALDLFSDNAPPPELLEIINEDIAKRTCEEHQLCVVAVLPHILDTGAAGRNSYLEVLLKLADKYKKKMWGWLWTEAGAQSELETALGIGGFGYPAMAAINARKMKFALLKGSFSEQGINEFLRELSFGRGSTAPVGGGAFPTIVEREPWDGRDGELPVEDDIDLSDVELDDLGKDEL
Cneo AK release: causes C. neoformans cell lysis. adenylate kinase release luminescence, 4 h; normalised: neutral wells 0, clomiphene wells 100. lysis activity, % at 15 µM. 0.2% of 360,000 active;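 active = mean lysis activity across replicates of at least 80%, whatever share of replicates individually reach that level; inactive = mean lysis activity below 80%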
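Assay system: Cryptococcus neoformans yeast cells / Dosing: single-point compound dose / Timing: 4 h at 37 °C static, read 1 h later / Measured by: luminescence of released adenylate kinase using an AK detection reagent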
SIRT5 inh: inhibitors of human sirtuin-5 desuccinylase; Q9NXA8; Purified SirT5, succinyl-peptide AMC, trypsin-coupled fluorescence; inhibition, % at 15 µM; 1.1% of 330,000 active; in the data active = inhibition above about 15%; inconclusive = no clear call, values can overlap the other calls
Target sequence (Q9NXA8 whole entry, looked up): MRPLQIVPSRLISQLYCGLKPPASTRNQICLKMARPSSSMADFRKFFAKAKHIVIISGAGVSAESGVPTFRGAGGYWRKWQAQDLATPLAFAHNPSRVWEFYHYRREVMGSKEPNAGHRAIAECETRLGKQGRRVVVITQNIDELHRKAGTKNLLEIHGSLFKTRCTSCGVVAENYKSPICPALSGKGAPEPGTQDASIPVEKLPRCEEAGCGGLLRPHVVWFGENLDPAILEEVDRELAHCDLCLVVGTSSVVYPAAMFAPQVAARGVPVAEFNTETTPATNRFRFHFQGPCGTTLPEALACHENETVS
* marks the source's active call; other numbers are inactive results; u = inconclusive; x = not tested or not shown; & = joins results of further samples; [ ] = remark or other dose. Not a hit list. About 4% of those tested had a hit in this group.

item | mol | esBAF inh | Statin myotox sup | miR-122 sensor | ARNT TACC3 PPI | ERp5 inh | Cneo AK release | SIRT5 inh
1 | COCc1cc(=O)n2[nH]c(N)nc2n1 | x | x | -5.0 | 14.9 | 3.4 | 1.4 | -2.6
2 | CCC(=O)N1[C@@H]2CN(S(=O)(=O)c3ccc(F)cc3)c3ccccc3[C@@H]2[C@@H]1CO | -3.0 | 9.1 | -3.8[16.7 µM] | 0.5 | 1.2 | -3.1 | -1.4
3 | CC(=O)Nc1ccc(CN2CCC(Oc3ccc(C(=O)N4CCCC4)cc3)CC2)cc1 | -2.4 | 6.3 | 4.9 | -3.3 | -3.1 | 0.7 | -4.6
4 | O=C(O)CSc1nc2ccccc2s1 | -6.9 | 0.4 | -7.8 | -4.9 | 2.4 | x | 10.3
5 | C[C@H](CO)N1C[C@H](C)[C@H](CN(C)Cc2ccccc2)Oc2cc(C3=CCCC3)ccc2S1(=O)=O | -2.8 | 6.5 | -8.3[16.7 µM] | 12.2 | 0.2 | 9.0 | 10.7
6 | COc1ccc(NC(=O)Nc2cccc3c2O[C@@H](CN(C)S(=O)(=O)c2cn(C)cn2)[C@@H](C)CN([C@@H](C)CO)C3=O)cc1 | -5.5 | x | 1.8[16.7 µM] | 1.8 | 0.3 | -12.2 | -8.1
7 | COc1cccc(NC(=O)CSc2nc3ccccc3c3nc4ccccc4n23)c1 | 22.0 | 0.9 | -5.1 | x | x | 0.0 | x
8 | O=C(NCC1CCCO1)c1ccc(NC(=O)c2cc(F)c(F)cc2Cl)cc1 (stereo not drawn) | -5.4 | 1.2 | x | 23.9 | 0.6 | 2.4 | -4.5
9 | O=C(COC(=O)Cc1ccccc1F)Nc1ccc2c(c1)OCCO2 | -1.3 | 9.8 | -8.3 | -8.9 | 4.4 | x | -0.8
10 | COc1cc(C(=O)NCC(c2ccco2)N2CCCC2)ccc1OCc1ccccc1 (stereo not drawn) | 2.6 | -5.2 | 6.8 | 2.3 | -0.7 | 0.0 | -1.7
11 | Cc1ncsc1C(=O)Nc1nc2c(s1)CCCC2 | x | x | -4.2 | -0.8 | 2.9 | 0.8 | -0.7
12 | COc1ccccc1C(=O)Nc1ccc2c(c1)nc(CN1CCCCC1)n2C | 11.0 | -4.9 | -0.7 | 0.6 | -4.1 | 1.3 | -8.5
13 | Cc1ccc(S(=O)(=O)N2C[C@H]3[C@H]4C(=O)N(c5ccccc5)C(=O)[C@H]4C[C@H](OC(=O)NCc4ccccc4F)[C@@]3(O)C2)cc1 | -4.1 | -1.9 | -5.0 | x | -10.6 | -1.8 | -1.7
14 | COc1cc(C)nc(-c2csc(C)n2)n1 | 2.8 | -12.4 | x | 6.2 | 0.4 | x | -0.9
15 | CC(=O)c1ccc(NC(=O)CSc2ccc3nnc(-c4cccnc4)n3n2)cc1 | x | x | x | -9.1 | -1.5 | x | 1.7
16 | Cn1c(=O)n(C)c2cc(NC(=O)C(F)(F)F)ccc21 | 0.1 | -9.5 | 12.8 | -2.6 | x | -2.6 | x
17 | CN1C[C@@H]2C(c3ccc(Cl)nc3)C3(c4cccnc4)CC2(C3)[C@H]1c1ccccc1 (stereo partly drawn) | -3.7 | -8.5 | -1.7 | 2.7 | 3.5 | -0.1 | -5.6
18 | CCN(CC)c1ccc(/C=N/NC(=O)CNC(=O)c2cccnc2)cc1 | -4.1 | 0.4 | -1.4 | -1.5 | 0.7 | 1.0 | -4.0
19 | CN(C[C@@H]1[C@H](c2ccccc2)[C@@H](CO)N1Cc1ccccn1)S(C)(=O)=O | -0.1 | -11.9 | 0.0[16.7 µM] | 29.6 | 7.3 | 0.2 | -3.8
20 | COc1cc(NS(=O)(=O)c2ccc(NC(=S)NC(=O)c3sc4cc(F)ccc4c3Cl)cc2)nc(OC)n1 | x | x | 1.7 | 3.4 | 0.3 | 3.4 | 3.5
21 | CC(C)NC(=O)Nc1cccc2c1O[C@H](CN(C)S(=O)(=O)c1ccc(F)cc1)[C@H](C)CN([C@@H](C)CO)C2=O | -1.7 | 39.5 | -2.8[16.7 µM] | 3.9 | 1.7 | -1.0 | -1.5
22 | C[C@@H]1CN([C@@H](C)CO)C(=O)c2cc(C3=CCCCC3)cnc2O[C@H]1CN(C)C(=O)Nc1cccc(F)c1 | -3.5&6.8&1.7 | 2.4&1.7&16.9 | -1.7 | 1.0&1.2 | -6.5&-2.6&0.4 | 0.7&5.3&4.4 | 0.2&6.2&7.4
23 | CC1CCN(C(=O)COc2cccc3c2CCN(C)C3=O)CC1 | x | x | x | 3.9 | 1.7 | x | 6.3
24 | COc1ccc(C(=O)/C=C/c2ccc(O)cc2)c(O)c1C/C=C(\C)CCC=C(C)C | -11.9 | 6.0 | 4.0 | 0.5 | 5.4 | -0.3 | x
25 | COc1ccc(NC(=O)CSCc2ccc(C#N)cc2)c(OC)c1 | -8.3 | 4.9 | -3.2 | -1.0 | u | -6.1 | -3.6
26 | COC(=O)c1c(S(C)(=O)=O)nc(-c2ccccc2)[nH]c1=O | x | x | x | -8.6 | -0.5 | x | 0.6
27 | COc1ccc(/C=C(/NC(=O)c2ccccc2)C(=O)NCc2ccco2)cc1 | -9.8 | 3.8 | -1.0 | 2.0 | 4.7 | -4.1 | 1.1
28 | COc1ccc2cc(C[C@@H]3CC[C@@H](CO)O3)ccc2c1 | 66.6* | 4.7 | -0.6 | 4.8 | 10.9 | -1.9 | x
29 | Cc1ccc(S(=O)(=O)N2CCCC2C(=O)n2nc(C)cc2C)cc1 (stereo not drawn) | x | x | -5.3 | x | 2.8 | -1.8 | -1.3
30 | CCOC(=O)C1CCCN(C(=O)c2ccc(S(=O)(=O)N3CCOCC3)cc2)C1 (stereo not drawn) | -4.8 | 3.1 | -2.3 | -1.2 | -0.3 | -1.0 | -10.8
31 | COc1ccccc1S(=O)(=O)N[C@@H]1C=C[C@@H](CC(=O)NCc2cccc(F)c2)O[C@H]1CO | 4.0 | -4.4 | x | -0.7 | 4.2 | 1.5 | -0.4
32 | O=C(NCCc1ccccc1)C1=CCN(S(=O)(=O)c2ccccc2)CC1 | 11.6 | 0.3 | 3.2 | -2.8 | 2.3 | 0.6 | -1.0
33 | N=C1/C(=C\c2ccc(Br)o2)C(=O)N=C2SC(CC(=O)N3CCOCC3)=NN12 | -2.6 | 2.8 | -4.8 | -19.5 | -1.7 | 7.0 | 27.7*
34 | COc1ccccc1CNc1nc(Nc2ccccc2Cl)c2sccc2n1 | -19.6 | -16.9 | -44.5 | x | 4.0 | 0.4 | -8.4
35 | C/C(CC(=O)NC1CCCC1)=N\NC(=O)C1CCCCC1 | x | x | x | -31.4 | -0.6 | x | -3.7
36 | O=c1c(OC2OC(CO)C(O)C(O)C2OC2OC(CO)C(O)C(O)C2OC2OC(CO)C(O)C(O)C2O)c(-c2ccc(O)c(O)c2)oc2cc(O)cc(O)c12 (stereo not drawn) | 20.3 | -0.7 | -3.1 | -0.4 | 3.2 | 1.3 | 7.5
37 | C=C(C)c1cccc(C(C)(C)NC(=O)N2CCN(C(=O)OCC)CC2)c1 | 0.9 | 15.5 | 0.8 | x | -13.3 | -2.0 | -2.6
38 | CC=Cc1ccc2n(c1=O)C[C@@H]1[C@@H](CO)[C@H](C(=O)N3CCC(Cc4ccccc4)CC3)N(CC)[C@H]21 (mixture of isomers) | 10.8 | -40.3 | -10.7[16.7 µM] | 2.3 | 5.2 | -2.2 | 11.0
39 | COc1ccccc1C(=O)Nc1ccc2c(c1)OC[C@H](C)N(C(C)=O)C[C@H](C)[C@@H](OC)CN(C)C2=O | -0.8 | 20.8 | x | -4.4 | 7.5 | -0.8 | -2.5
40 | C[C@@H]1CN([C@H](C)CO)C(=O)Cc2cc(NC(=O)Cc3cn(C)c4ccccc34)ccc2O[C@@H]1CN(C)C(=O)Nc1ccc2c(c1)OCO2 | -0.5 | 0.0 | 6.6[16.7 µM] | -6.4 | -5.6 | 0.6 | -0.5
41 | CCC(=O)N(C)C[C@H]1Oc2cc(C#CCC(C)C)ccc2S(=O)(=O)N([C@H](C)CO)C[C@@H]1C | 0.0 | -31.0 | 31.7[16.7 µM] | 0.2 | 4.2 | 2.4 | -0.4
42 | Cc1nc(-c2ccccc2)sc1-c1nc(-c2cccnc2)ncc1S(=O)(=O)c1ccccc1 | 2.8 | -15.7 | -5.6 | x | x | -1.3 | x
43 | CCc1ccc(NC(=O)CSc2nc(C)cs2)cc1 | 10.9 | 0.5 | -1.9 | x | 1.2 | 0.8 | -4.0
44 | Cc1cc(C(=O)N/N=C/C(Cl)=C/c2ccccc2)c(C)o1 | x | x | 4.4 | 1.2 | 3.6 | 1.3 | 8.0
45 | COCC(=O)Nc1ccc2c(c1)C(=O)N(C)C[C@H](OC)[C@H](C)CN[C@H](C)CO2 | -1.6 | -10.4 | -28.7[16.7 µM] | -6.8 | x | -3.3 | x
46 | CCN1C(=NCc2cc(OC)c(OC)c(OC)c2)N[C@@H](c2cccc(C(F)(F)F)c2)C(C(=O)OC)=C1C | 0.9 | 5.7 | -2.5 | 3.8 | 3.7 | 2.0 | -1.2
47 | COc1ccc(/C=N/NC(=O)c2ccc(O)cc2O)cc1CSc1ccccn1 | x | x | 1.9 | 4.0 | 0.3 | x | 3.3
48 | CCC(=O)Nc1ccc(NC(=O)CSc2nnc(-c3ccc(O)cc3)n2CC2CCCO2)cc1 (stereo not drawn) | -3.5 | -0.4 | -9.1 | -6.1 | -5.3 | -1.1 | -5.6
49 | O=C1CN(C(=O)COC(=O)c2ccc(N3CCCCCC3)c([N+](=O)[O-])c2)c2ccccc2N1 | x | x | x | 7.3 | 4.7 | x | -4.0
50 | C[C@H](CO)N1C[C@H](C)[C@H](CN(C)C(=O)Nc2cccc3ccccc23)Oc2c(NC(=O)Nc3ccc(C(F)(F)F)cc3)cccc2C1=O | 2.0 | x | -8.0[16.7 µM] | 5.4 | 0.6 | -1.1 | -3.2
51 | CSc1ccc(S(=O)(=O)N2CCC(C(=O)Nc3cccnc3)CC2)cc1 | -5.2 | 2.6 | 4.9 | 31.0 | -0.7 | 1.5 | 0.5
52 | N#Cc1c(-c2ccccc2)ccn(Cc2ccc(Cl)cc2)c1=O | 4.1 | -14.2 | 3.3 | -5.8 | x | 6.3 | x
53 | N#Cc1c(/N=C/N2CCOCC2)sc2c1CCCCC2 | 21.4 | -35.3 | 7.1 | 10.0 | x | -2.5 | x
54 | COc1ccc(-c2nnc(SCC(=O)Nc3sc4c(c3C#N)CCCC4)n2-c2ccccc2)cc1 | -7.0 | -14.2 | 3.1 | -3.1 | 0.3 | -0.3 | 1.3
55 | C[C@H]1CN([C@@H](C)CO)C(=O)c2cccc(NS(C)(=O)=O)c2O[C@H]1CN(C)S(=O)(=O)c1ccccc1 | -4.7 | x | -5.3[16.7 µM] | x | -3.0 | 0.0 | -0.6
56 | CCN([C@H](CO)CC(C)C)S(=O)(=O)c1ccccc1 | -2.1 | -9.4 | -6.4 | 19.6 | -2.9 | -5.0 | 0.9
57 | O=C(c1cccc(F)c1)N1CC[C@@H]2[C@@H](CO)Nc3ccc(-c4cccc(F)c4)cc3[C@@H]21 | -3.8 | 10.8 | 42.6[16.7 µM] | 10.6 | x | -5.3 | x
58 | O=C(COC(=O)CC1CC2CCC1C2)Nc1ccccc1[N+](=O)[O-] (stereo not drawn) | -3.5 | -1.4 | -3.0 | 4.7 | -9.6 | -2.1 | 4.0
59 | Cc1csc(SCC(=O)Nc2cccc(S(=O)(=O)N3CCOCC3)c2)n1 | 3.3 | 8.0 | 4.8 | 1.1 | 0.8 | x | -3.1

Marked active in esBAF inh (from the list above):
| # | canonical_smiles | esBAF inh | miR-122 sensor | ARNT TACC3 PPI | ERp5 inh | SIRT5 inh |
| --- | --- | --- | --- | --- | --- | --- |
| 28 | COc1ccc2cc(C[C@@H]3CC[C@@H](CO)O3)ccc2c1 | 66.6* | -0.6 | 4.8 | 10.9 | x |

From PubChem
